DDE Tn7 FP inh: DD(E)-Tn7 binding inhibition, primary FP screen; 0.13% of 370,000 active; inhibition, % at 8.3 µM; FP displacement of FITC-Tn7 peptide from fibrin DD(E); 0% = median of compound wells per plate;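 active = inhibition above the mean of compounds falling within the control limits plus 3 SD of them, cut at about 14% in these data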;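 also: 0% = plate median of compound wells and 100% = 10 µM Aha-Tn7 peptide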
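Assay system: Human clot-derived fibrin DD(E) complex | Buffer or medium: Tris/NaCl/CaCl2 buffer, pH 7.8 | Repeats: One replicate per compound | Benchmarks: Aha-Tn7 high control | Measure: % inhibition scaled between sample-field median and high-control FP | Schedule: 10 min plus 3 h, room temperature | Signal: Fluorescence polarization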
ABHD4 inh: ABHD4 (mouse) inhibition, primary FP screen. Q8VD66. purified mABHD4, FP-Rh probe fluorescence polarization. inhibition, % at 8.92 µM. 0.54% of 370,000 active. AID 720543;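 active = inhibition exceeding the mean over every tested compound plus 3 SD, cut at about 30% in these data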;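 also: 0% = plate median of compound wells and 100% = S159A mutant with DMSO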
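Test system: mABHD4 protein; Read-out basis: % inhibition; Incubation: 45 min + 60 min at 25 °C; Repeats: single replicate; Technique: fluorescence polarization with parallel and perpendicular emission, 525/598 nm; Compound: 8.92 µM, single dose; Benchmarks: full inhibition S159A mutant plus DMSO, zero as sample-well median.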
UHRF1 MBD2 ctr: UHRF1 methyl-DNA binding inhibition. UHRF1 binding to methylated oligo, TR-FRET. inhibition, % at 4.4 µM. 0.75% of 370,000 active; in the data active = inhibition above about 21%;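 also: UHRF1 SRA domain binding a hemimethylated CpG hairpin DNA probe; 0% = median of test compound wells and 100% = reference inhibitor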
Target sequence (Q96T88 whole entry, looked up, the tested form may be a part): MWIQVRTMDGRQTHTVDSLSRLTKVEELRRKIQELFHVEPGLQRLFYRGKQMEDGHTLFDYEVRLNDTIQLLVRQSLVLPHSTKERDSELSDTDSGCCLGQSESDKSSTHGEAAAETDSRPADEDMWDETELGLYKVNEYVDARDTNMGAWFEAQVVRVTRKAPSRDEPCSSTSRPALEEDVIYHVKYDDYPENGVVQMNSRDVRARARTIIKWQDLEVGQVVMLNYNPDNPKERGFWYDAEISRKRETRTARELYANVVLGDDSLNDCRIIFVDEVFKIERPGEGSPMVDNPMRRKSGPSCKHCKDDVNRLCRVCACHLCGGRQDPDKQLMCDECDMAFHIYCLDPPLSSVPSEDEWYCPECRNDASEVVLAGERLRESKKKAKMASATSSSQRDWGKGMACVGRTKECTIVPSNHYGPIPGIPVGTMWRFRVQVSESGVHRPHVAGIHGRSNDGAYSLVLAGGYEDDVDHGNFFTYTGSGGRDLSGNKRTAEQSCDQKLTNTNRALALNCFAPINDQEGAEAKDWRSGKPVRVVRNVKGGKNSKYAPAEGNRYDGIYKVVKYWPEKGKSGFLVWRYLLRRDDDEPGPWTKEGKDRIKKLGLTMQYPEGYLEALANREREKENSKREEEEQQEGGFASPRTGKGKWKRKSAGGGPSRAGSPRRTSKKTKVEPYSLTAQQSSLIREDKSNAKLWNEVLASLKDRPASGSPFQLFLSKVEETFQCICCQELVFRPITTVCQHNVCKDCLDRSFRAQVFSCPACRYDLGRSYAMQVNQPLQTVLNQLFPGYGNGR
PRMT1 FP inh: PRMT1 (human) inhibition, primary screen; Q99873; recombinant PRMT1, activity-based probe fluorescence polarization; inhibition, % at 2.79 µM; 1.3% of 370,000 active; AID 652257;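 active = inhibition above about 21% made by adding two undisclosed values, limit read from the data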
TDP2 absorb: TDP2 (human) inhibition, absorbance primary screen; inhibition, % at 12.8 µM; 0.34% of 370,000 active; recombinant TDP2, T5PNP hydrolysis, p-nitrophenol absorbance 415 nm; AID 720702; O95551;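 active = inhibition above the mean of all tested compounds plus 3 SD, set per campaign, cut at about 25% in these data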;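 also: 0% = DMSO with enzyme and 100% = buffer with substrate but no TDP2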
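Assay system: Recombinant human TDP2 | Quantity: 120 nM TDP2 per well | Incubation: 2 h at 37 °C | Signal: Epi absorbance | Evaluation: Percent inhibition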
PG9 Ab binder: binds the HIV-1 gp120 antibody PG9; TR-FRET gp120-PG9 antibody binding; inhibition, % at 6.7 µM; 0.43% of 360,000 active; AID 624416; in the data active = inhibition above about 8.5%
TCR-CD3 inh: human TCR-CD3 binding inhibition; TAMRA-labeled TCR probe fluorescence, biochemical; inhibition, % at 9.4 µM; 0.37% of 360,000 active; AID 651800; in the data active = inhibition above about 19%;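 also: recombinant mutant TCR 2C K166C tagged with TAMRA read by polarization; 0% = receptor in buffer alone and 100% = receptor with positive control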
LEDGF integ inh: blocks HIV-1 LEDGF/p75-dependent DNA integration; TR-FRET IN-LEDGF/p75 DNA integration, Eu/Cy5; 0.64% of 370,000 active; inhibition, % at 3.7 µM;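 active = inhibition above the screen-wide mean plus 3 SD, cut at about 13% in these data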;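 also: signal is the Cy5 over europium emission ratio at 671 and 618 nm; 0% = plate median of compound wells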
SIAE primary: human SIAE inhibition, primary screen | SIAE FP-Rh probe binding, fluorescence polarization | inhibition, % at 9.66 µM | Q9HAT2 | AID 1053197 | 0.69% of 370,000 active;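 active = inhibition above a cutoff: mean of compounds within the control limits plus 3 SD of those, cut at about 17% in these data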;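 also: 0% = plate median of compound wells and 100% = probe without SIAE protein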
HTRA1 inhibitor: inhibitors of human serine peptidase HTRA1; Q92743; recombinant HTRA1, FP-rhodamine activity-based probe, fluorescence polarization; inhibition, % at 5.96 µM; 0.5% of 340,000 active; in the data active = inhibition above about 36%;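 also: 0% = enzyme with DMSO and 100% = wells lacking enzyme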
* = called active by the depositor; nt = not tested or not shown.

SMILES | DDE Tn7 FP inh | ABHD4 inh | UHRF1 MBD2 ctr | PRMT1 FP inh | TDP2 absorb | PG9 Ab binder | TCR-CD3 inh | LEDGF integ inh | SIAE primary | HTRA1 inhibitor
COC(=O)c1cc2c(c3c4cc(F)ccc4n(S(=O)(=O)c4ccccc4)c13)C(=O)N(Cc1ccccc1OC)C2 | -2 | -11 | -2 | 1 | -2 | 0.8 | 3 | -4 | -7 | nt
O=C(c1c[nH]c2ccc(S(=O)(=O)N3CCOCC3)cc2c1=O)N1CCN(c2ccccn2)CC1 | 3 | -2 | 11 | 6 | 12 | 0.8 | -8 | 2 | 10 | 2
C=CCN(Cc1cc(OC)ccc1OC)C(=O)c1cc2ccc(OC)cc2[nH]1 | 5 | -1 | 2 | 4 | -9 | -0.4 | -9 | 0 | -4 | -2
O=C(CC(c1ccccc1)c1ccccc1)N1CCN(c2ccccn2)CC1 | 5 | 6 | -3 | -1 | -9 | -0.6 | -3 | -1 | 1 | -8
S=C(NCC1CCCO1)Nc1ccc(Nc2ccccc2)cc1 (centres undefined) | 0 | 6 | 20 | 3 | 6 | -5.9 | -6 | -5 | 9 | 8
COc1ccccc1CN(CC(=O)NCc1ccc(F)cc1)C(=O)c1csnn1 | 2 | 7 | 3 | 2 | -2 | -1.3 | 5 | 4 | 2 | 1
O=C(CN1CCC(n2nnc3cc(C(F)(F)F)ccc32)CC1)Nc1ccc2c(c1)OCCO2 | 6 | 4 | -1 | -4 | 9 | 2.0 | 0 | -1 | -1 | -6
CCOC(=O)c1cncc(C#CCO)c1 | 1 | 3 | 2 | 0 | -4 | -0.2 | -2 | 0 | -3 | 8
O=C(Nc1ccnn1C1CCN(C(=O)c2cccc(C(F)(F)F)c2)CC1)C1CC1 | 0 | -7 | 1 | 3 | -6 | -1.8 | -2 | 0 | -8 | -5
O=C(NCCO)N1c2ccccc2Sc2ccccc21 | 0 | 7 | 6 | 3 | -6 | -3.0 | -6 | -3 | 12 | -5
CCN(C(=O)COC(=O)c1cc([N+](=O)[O-])ccc1N1CCOCC1)C1CCS(=O)(=O)C1 (centres undefined) | 2 | -13 | 5 | 2 | -10 | 1.6 | -6 | 0 | 1 | 2
COc1cc(CN2CCc3ccccc3C2)cc([N+](=O)[O-])c1O | -6 | 3 | 0 | -1 | -14 | -1.2 | -5 | 1 | -1 | 7
Cc1nn(Cc2ccc(Cl)cc2)c(C)c1NC(=O)c1cc(C(C)C)on1 | -2 | 4 | 1 | 1 | 8 | -1.4 | -3 | -2 | 4 | 0
CCN=C1SC(C(=O)NCCc2ccccc2)CC(=O)N1CC (centres undefined) | 1 | -6 | 3 | 39* | 4 | 0.6 | 5 | -1 | 1 | -3
O=C(CSc1ccccc1F)NC(=O)NC1CCCC1 | 5 | 0 | 0 | 2 | 5 | 0.0 | 6 | -2 | -2 | 0
CC1CCCC1/C(=N/O)c1ccccc1 (centres undefined) | 0 | 2 | 0 | 3 | -5 | 0.5 | 2 | -1 | -4 | 1
COC(=O)c1c(-c2ccc(C)cc2)csc1NC(=S)NC(=O)c1cc(OC)cc(OC)c1 | 1 | -3 | 2 | -1 | 3 | -0.8 | -4 | 2 | -5 | -2
CC(=O)NCC(=O)NC1CC(C)(C)Cc2c1cnn2-c1ccccc1 (centres undefined) | 0 | 0 | 1 | 1 | 20 | -1.2 | 3 | 0 | 8 | 2
COc1ccc(NC(=O)NC2(C(=O)N3CCN4CCCC4C3)CCCCC2)cc1 (centres undefined) | -1 | -2 | 0 | -3 | -4 | 0.1 | 7 | 0 | -1 | -7
S=C(Nc1ccc(Cl)cc1)NC1CC2CCCC(C1)N2C1CCCC1 (centres undefined) | 0 | 0 | -4 | -3 | -4 | -2.4 | 5 | 0 | 0 | -2
O=c1[nH]cc(S(=O)(=O)N2CCN(c3cccc(Cl)c3)CC2)c(=O)[nH]1 | 5 | 2 | -1 | 1 | -9 | -0.6 | 2 | 1 | -5 | -2
O=C(Cn1nc(-c2nn(CC(=O)c3ccccc3)c3[n+]2CCCCC3)[n+]2c1CCCCC2)c1ccccc1 | -2 | 5 | 3 | -5 | -3 | 0.0 | 0 | 3 | 1 | nt
O=C(Nc1ccc(F)cc1)Nc1ccc(N2CCCC2)c(S(=O)(=O)Nc2ccccc2Cl)c1 | 2 | -22 | 6 | 4 | 5 | 0.5 | -8 | 0 | -68 | -16
COCCNc1nc(NCc2cccs2)nc2ccsc12 | 8 | 8 | -1 | 1 | 8 | 2.1 | -9 | 2 | 7 | nt
C/C(N)=C(/C#N)C(=O)CSc1ccccc1F | -7 | -4 | 2 | -5 | 7 | -1.3 | 1 | -2 | -1 | -133
CCN1CCN(C(=O)c2sc3nc(C)nc(N4CCC(C)CC4)c3c2C)CC1 | 0 | 6 | -1 | -2 | 1 | -1.1 | -1 | -1 | -1 | 2
COc1ccc(CNCc2c(F)cccc2F)cc1OC | -4 | 16 | 1 | 2 | 16 | -0.7 | -4 | -1 | -3 | 2
O=C(NNC(=O)c1cccc2ccccc12)c1ccco1 | -6 | -4 | 1 | 0 | 7 | -2.4 | 3 | -4 | 1 | 1
Cc1csc(NC(=O)CSc2nnc(-c3ccoc3C)n2Cc2ccco2)n1 | -2 | 1 | 1 | 1 | -3 | 1.3 | 5 | 4 | 2 | -1
Cc1noc(C)c1COC(=O)c1cccnc1Cl | 5 | -2 | 0 | -8 | 1 | -1.1 | 10 | 2 | -6 | -1
CCN(CC(=O)Nc1ccc(S(=O)(=O)N2CCCC2)cc1)CC(=O)Nc1ccccc1C(F)(F)F | -3 | 12 | -2 | 0 | -4 | 0.2 | 2 | 1 | 0 | -15
COc1cc(CNn2cn[nH]c2=S)cc(Cl)c1OCc1ccc(F)cc1 | -1 | -5 | -3 | 11 | 2 | 0.3 | -3 | -4 | 12 | -4
COc1cc(/C=C(/C#N)c2ccccc2F)ccc1OCc1ccccc1 | 1 | 1 | 1 | 1 | -2 | 1.5 | -6 | -2 | -8 | 1
O=C(C[C@H]1C(=O)N(Cc2cccnc2)C[C@@H]1Cc1ccccc1)Nc1ccccc1 | -3 | 3 | 0 | 0 | 2 | -1.2 | 6 | 3 | -5 | -3
COC(=O)C1CCC(CNC(=O)C(Cc2ccc3c(c2)OCO3)NC(C)=O)CC1 (centres undefined) | -7 | 0 | -2 | -1 | -9 | nt | nt | -1 | 9 | nt
Clc1ccc(COc2ccccc2CNCc2cccnc2)cc1 | -3 | 3 | 2 | 2 | 7 | 0.7 | -2 | -2 | -4 | -3
Cc1noc(C)c1S(=O)(=O)N(CC(=O)NCc1ccccc1)c1ccc(C(C)C)cc1 | -2 | -4 | 2 | 0 | 8 | -0.5 | -8 | -1 | 1 | 3
COc1ccc(C)cc1C(=O)CCC(=O)Nc1ccccc1N1CCOCC1 | 5 | 3 | 0 | -1 | 12 | 0.6 | -2 | -1 | 1 | -2
COc1ccc2ccccc2c1C=Nn1c(-c2cc(-c3ccccc3)n[nH]2)n[nH]c1=S | 4 | 6 | -2 | 11 | 8 | nt | nt | -4 | 3 | nt
Cc1c(N=N/C(C(=O)Nc2ccccc2)=C(/O)c2ccccc2)c(=O)n(-c2ccccc2)n1C | -4 | -1 | 2 | 0 | 3 | -0.5 | -6 | 3 | 15 | 5

Entries of single compounds, quoted from the list. Screens in order: DDE Tn7 FP inh | ABHD4 inh | UHRF1 MBD2 ctr | PRMT1 FP inh | TDP2 absorb | PG9 Ab binder | TCR-CD3 inh | LEDGF integ inh | SIAE primary | HTRA1 inhibitor
`CC(=O)NCC(=O)NC1CC(C)(C)Cc2c1cnn2-c1ccccc1` (centres undefined) is listed with 0 | 0 | 1 | 1 | 20 | -1.2 | 3 | 0 | 8 | 2
`C/C(N)=C(/C#N)C(=O)CSc1ccccc1F` is listed with -7 | -4 | 2 | -5 | 7 | -1.3 | 1 | -2 | -1 | -133
`COc1ccc(NC(=O)NC2(C(=O)N3CCN4CCCC4C3)CCCCC2)cc1` (centres undefined) is listed with -1 | -2 | 0 | -3 | -4 | 0.1 | 7 | 0 | -1 | -7
`CCN=C1SC(C(=O)NCCc2ccccc2)CC(=O)N1CC` (centres undefined) is listed with 1 | -6 | 3 | 39* | 4 | 0.6 | 5 | -1 | 1 | -3
`C=CCN(Cc1cc(OC)ccc1OC)C(=O)c1cc2ccc(OC)cc2[nH]1` is listed with 5 | -1 | 2 | 4 | -9 | -0.4 | -9 | 0 | -4 | -2

Given with values ahead of the structure: 2 of the compounds above.
| DDE Tn7 FP inh | ABHD4 inh | UHRF1 MBD2 ctr | PRMT1 FP inh | TDP2 absorb | PG9 Ab binder | TCR-CD3 inh | LEDGF integ inh | SIAE primary | HTRA1 inhibitor | molecule |
| --- | --- | --- | --- | --- | --- | --- | --- | --- | --- | --- |
| 5 | -2 | 0 | -8 | 1 | -1.1 | 10 | 2 | -6 | -1 | Cc1noc(C)c1COC(=O)c1cccnc1Cl |
| -4 | -1 | 2 | 0 | 3 | -0.5 | -6 | 3 | 15 | 5 | Cc1c(N=N/C(C(=O)Nc2ccccc2)=C(/O)c2ccccc2)c(=O)n(-c2ccccc2)n1C |
